E-sel TNF inh: blocks E-selectin expression induced by TNF alpha; 0.71% of 120,000 active; inhibition, % at 2 µM; HUVEC TNFa-induced E-selectin immunofluorescence, high content;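 active means inhibition above the batch mean plus 3 SD, and confirmed as a hit on visual image review, cut at about 43% in these data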;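 further: 0% = TNF-stimulated DMSO wells and 100% = unstimulated control wells; not every result past the cut was called active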
NPY Y2 blocker: blocks the human neuropeptide Y Y2 receptor; NPY-Y2 expressing cells, antagonist mode; inhibition, % at 2.7 µM; 0.99% of 140,000 active; in the data active means inhibition above about 17%;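 further: 0% = vehicle with agonist challenge and 100% = reference antagonist with challenge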
Target sequence (P49146 whole entry, looked up): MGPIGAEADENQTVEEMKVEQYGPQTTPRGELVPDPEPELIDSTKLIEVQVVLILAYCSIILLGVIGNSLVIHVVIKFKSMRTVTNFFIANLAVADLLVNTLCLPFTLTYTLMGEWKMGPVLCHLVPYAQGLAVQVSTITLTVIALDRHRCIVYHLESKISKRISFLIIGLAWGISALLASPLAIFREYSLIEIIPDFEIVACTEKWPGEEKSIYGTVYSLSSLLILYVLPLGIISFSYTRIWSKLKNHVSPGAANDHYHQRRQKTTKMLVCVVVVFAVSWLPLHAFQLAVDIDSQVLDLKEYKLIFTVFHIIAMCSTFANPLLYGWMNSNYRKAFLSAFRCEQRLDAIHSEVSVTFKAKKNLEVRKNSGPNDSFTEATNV
MRP1 act: activators of MRP-1; AID 799; viability increase, % at 10 µM; H69AR cells + doxorubicin, viability rescue, CellTiter-Glo; 0.61% of 140,000 active;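 active means viability gain under doxorubicin at or above a set limit, the compound median plus 3 SD, cut at about 4.7% in these data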;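 further: MRP-1 overexpressing cells given doxorubicin 25 µM after compound pretreatment; 18-22 h compound pretreatment then 72 h with doxorubicin before readout; 0% = doxorubicin-only wells and 100% = vehicle-treated cells without doxorubicin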
Measles CPE: protection of cells from measles virus | 1.5% of 140,000 active | Measles virus-infected cells, CPE protection, absorbance | protection (pct of control), % at 4 µM; in the data active means protection mostly above about 24%, no sharp cut-off; inactive means mostly below about 26%; further: some compounds called inactive have numbers as strong as hits
GALR2 blocker: GALR2 (human) receptor antagonism; O43603; GALR2-expressing cells, antagonist mode; inhibition, % at 4 µM; 0.39% of 140,000 active; AID 828; in the data active means inhibition above about 27%;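 further: cells stimulated with galanin 1-16 at roughly its EC80; 0% = agonist challenge control and 100% = basal control without agonist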
Target sequence (O43603 whole entry, looked up): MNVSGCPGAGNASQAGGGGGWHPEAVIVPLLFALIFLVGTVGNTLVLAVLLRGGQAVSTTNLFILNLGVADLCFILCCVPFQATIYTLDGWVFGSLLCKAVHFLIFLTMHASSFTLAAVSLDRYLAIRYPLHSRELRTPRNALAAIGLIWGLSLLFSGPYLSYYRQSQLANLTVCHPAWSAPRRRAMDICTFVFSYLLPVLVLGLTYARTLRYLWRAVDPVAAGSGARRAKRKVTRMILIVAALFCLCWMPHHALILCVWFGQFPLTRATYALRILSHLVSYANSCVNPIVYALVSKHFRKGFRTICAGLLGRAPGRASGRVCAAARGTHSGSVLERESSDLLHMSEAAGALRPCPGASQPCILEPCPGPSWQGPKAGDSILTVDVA
Phagocytosis inh: blocks phagocytosis by macrophages; J774A.1 macrophage IgG-bead phagocytosis, imaging; inhibition, % at 5 µM; 0.07% of 110,000 active; AID 1029;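 active means inhibition above the mean of the plate negative controls plus 5 SD, cut at about 13% in these data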;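 further: phagocytic index as fraction of beads internalized from green versus red external bead signal; plate controls were DMSO negative control for no effect and cytochalasin-D positive control for full effect; some results beyond the cut were filed as inactive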
Yeast life ext: extends the lifespan of yeast | S. cerevisiae growth with nicotinamide, OD615; deaD strain in restrictive glucose medium | inhibition of the nicotinamide effect, % at 10 µM | 0.68% of 130,000 active | AID 775;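 active means inhibition above a set limit, placed 3 SD over the median of all compounds, cut at about 26% in these data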;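 further: 0% = nicotinamide-treated wells and 100% = cells grown without nicotinamide; some compounds called inactive have numbers as strong as hits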
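Buffer or medium: CSMM-D glucose medium, restrictive; test system: modified budding yeast, DeaD strain; compound: single dose 10 µM compound, 0.25% DMSO; schedule: culture preincubation 4 h, compound exposure 48 h, both 30 °C; detection: optical density (absorbance) at 615 nm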
HCT116 bCat-KO: beta-catenin-lacking colon tumor cell growth suppression | HCT116 beta-catenin knockout viability, CellTiter-Glo, 60 h; active compounds read low | viability, % at 10 µM | 1.5% of 140,000 active | AID 818;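 active means viability at or under a set limit, the compound median less 4 SD, cut at about 6% in these data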;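 further: 0% = Hyamine 1622 control at 20 µM and 100% = untreated cell control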
PTEN del growth: suppresses growth of cells with PTEN deletion; viability, % at 10 µM; HCT116 PTEN-null viability, CellTiter-Glo, 60 h; active compounds read low; 1.2% of 140,000 active;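 active means viability at or below a set limit, 4 SD under the median of all tested compounds, cut at about 3.7% in these data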;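 further: PTEN knockout HCT116 line with beta catenin targeted HCT116 as companion control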
Yeast growth inh: chemicals that inhibit yeast BB579 growth in restrictive medium (lifespan-shortening candidates); S. cerevisiae BB579 growth, OD615, 48 h; inhibition, % at 10 µM; 0.51% of 140,000 active;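 active means inhibition above a set limit, 3 SD over the mean compound inhibition, cut at about 44% in these data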; further: inactives centre near -24
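Assay system: S. cerevisiae DeaD strain BB579 yeast. Medium: CSMM-D restrictive synthetic medium containing dextrose (glucose). Times: 4 h cell preincubation, 48 h compound exposure, 30 °C humidified. Signal: OD615 turbidity measurement. Benchmarks: positive control amphotericin B 10 µg/mL.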
* = called active by the depositor; . = no result given. An unsorted share of the library; overall some 6.4% were active at least once.

Results follow in this order: E-sel TNF inh	NPY Y2 blocker	MRP1 act	Measles CPE	GALR2 blocker	Phagocytosis inh	Yeast life ext	HCT116 bCat-KO	PTEN del growth	Yeast growth inh
- COc1ccc2cnn(-c3ccccc3)c(=O)c2c1OC
→ 1	3	0.0	2	5	-1	-5	102	104	-24
- C/C(CC(=O)Nc1ccccn1)=N\NC(=O)c1ccc2ccccc2c1
→ 17	3	-2.2	4	-3	-9	-2	73	74	-24
- Cc1ccnc(NC(NC(=O)C(C)C)(C(F)(F)F)C(F)(F)F)c1
→ 15	1	-0.8	11	8	1	2	102	95	-24
- O=C(/C=C/c1ccc(Br)cc1)NC(=S)NNC(=O)c1ccco1
→ 33	2	-1.5	15	-20	.	.	36	45	-33
- CCCCNC(=O)/C(C#N)=C/c1cccnc1
→ -78	2	-3.7	11	7	-3	46*	90	88	-2
- CCOC(=O)c1c(C)[nH]c(C(=O)OCC(=O)Nc2cc(C)c(Cl)cc2OC)c1C
→ .	1	-6.8	5	2	-1	-19	1.6*	1.5*	-56
- Cc1ccccc1-c1nc(-c2ccc(NC(=O)c3cccs3)cc2)no1
→ 7	2	-0.4	4	-6	-3	-18	59	70	-37
- O=C(COC(=O)COc1ccc(Cl)cc1)NCc1cccs1
→ 16	2	-0.3	9	-10	.	-6	92	97	-1
- CCOC(=O)N1CCC(N2C(=O)c3ccccc3C2Nc2cccnc2)CC1 (stereo unspecified)
→ -14	1	-3.4	9	1	2	0	85	101	-17
- COc1ccc2c(c1)c1nnc(SC)nc1n2C
→ 21	1	-2.2	16	6	.	-12	92	92	90*
- Cc1cc(N=CC2=C(O)CCCC2=O)no1
→ -2	-1	-0.2	7	-1	-1	-8	103	103	12
- CN=c1oc2ccc(Cl)cc2cc1C(N)=O
→ -29	2	-0.8	20	21	-1	-5	87	83	-5
- CCOC(=O)N1CCN(CC(=O)Nc2c(C(=O)OC)[nH]c3cccc(Cl)c23)CC1
→ -27	2	-0.9	2	-2	-1	-4	99	101	-50
- COc1ccccc1-c1noc(-c2ccncc2)n1
→ -4	0	0.0	4	5	1	-14	90	91	-66
- COc1ccc([N+](=O)[O-])cc1COc1ccc2c(-c3ccccc3)cc(=O)oc2c1
→ -24	5	-5.1	-1	-1	-1	-11	25	33	-35
- c1ccc2c(c1)CC1(CCCC1)n1nnnc1-2
→ .	6	-0.3	15	-4	-1	-12	93	91	2
- COC(=O)c1nnn(CC(=O)NC(=O)Nc2cccc(C)c2C)c1C(=O)OC
→ -12	1	-0.7	6	-8	.	-3	94	94	-13
- Cc1cc(C)n(CC(O)CN2c3ccccc3Sc3ccccc32)n1 (stereo unspecified)
→ .	-3	-0.5	3	-13	-1	11	88	66	-50
- COc1cc(/C=N/N=C/c2cc(OC)c(O)c(OC)c2)cc(OC)c1O
→ .	11	-0.8	17	6	-14	7	96	101	-44
- O=C(c1ccco1)N1CCN(c2ccc(S(=O)(=O)N3CCCC3)cc2)CC1
→ 9	0	-1.9	5	-1	.	-10	73	75	-14
- Cc1ccc(S(=O)(=O)NCC(=O)OCC(=O)Nc2ncc(Cl)cc2Cl)cc1
→ -27	1	-3.2	5	-6	0	-3	94	87	-20
- CCn1nnc(NC(=O)c2cccnc2Cl)n1
→ 12	0	0.5	2	-10	-1	-5	100	103	-27
- Cc1ccc(Sc2ncccc2COC(=O)Nc2ccccc2)cc1
→ -43	9	-4.2	5	6	-1	-21	75	65	-48
- O=C(Nc1nccs1)c1cc2sccc2n1Cc1ccc(Cl)cc1
→ 7	6	-3.3	5	-12	-1	-4	52	75	10
- O=C(c1ccccc1)N1CCN(C(=O)N2CCCCC2)CC1
→ -11	1	-0.5	6	2	-1	1	99	92	-12
- Cc1cc(C(=O)CSc2nnnn2-c2ccccc2)c(C)n1CCc1ccccc1
→ 1	0	0.3	8	7	0	2	77	93	-24
- CC1(C)Cc2cccc(OCC(N)=O)c2O1
→ -3	-1	-0.6	18	1	-3	-19	92	92	-1
- COc1ccc(/C=C(/NC(=O)c2ccccc2)C(=O)N/N=C/c2ccncc2)c(OC)c1
→ -1	4	-3.8	2	1	-6	4	98	100	-54
- CCOC(=O)c1cc2sccc2n1CC(=O)Nc1ccc(OC)c(OC)c1
→ .	1	-0.1	10	4	0	-9	95	88	-27
- CN(CCNS(=O)(=O)c1ccc2c(c1)oc(=O)n2C)Cc1ccccc1
→ -8	2	-3.1	5	-9	0	-6	69	92	-14

Copied from the listing, 10 compounds:
Results follow in this order: E-sel TNF inh	NPY Y2 blocker	MRP1 act	Measles CPE	GALR2 blocker	Phagocytosis inh	Yeast life ext	HCT116 bCat-KO	PTEN del growth	Yeast growth inh
- Cc1ccc(S(=O)(=O)NCC(=O)OCC(=O)Nc2ncc(Cl)cc2Cl)cc1
→ -27	1	-3.2	5	-6	0	-3	94	87	-20
- CCn1nnc(NC(=O)c2cccnc2Cl)n1
→ 12	0	0.5	2	-10	-1	-5	100	103	-27
- Cc1ccc(Sc2ncccc2COC(=O)Nc2ccccc2)cc1
→ -43	9	-4.2	5	6	-1	-21	75	65	-48
- O=C(Nc1nccs1)c1cc2sccc2n1Cc1ccc(Cl)cc1
→ 7	6	-3.3	5	-12	-1	-4	52	75	10
- O=C(c1ccccc1)N1CCN(C(=O)N2CCCCC2)CC1
→ -11	1	-0.5	6	2	-1	1	99	92	-12
- Cc1cc(C(=O)CSc2nnnn2-c2ccccc2)c(C)n1CCc1ccccc1
→ 1	0	0.3	8	7	0	2	77	93	-24
- CC1(C)Cc2cccc(OCC(N)=O)c2O1
→ -3	-1	-0.6	18	1	-3	-19	92	92	-1
- COc1ccc(/C=C(/NC(=O)c2ccccc2)C(=O)N/N=C/c2ccncc2)c(OC)c1
→ -1	4	-3.8	2	1	-6	4	98	100	-54
- CCOC(=O)c1cc2sccc2n1CC(=O)Nc1ccc(OC)c(OC)c1
→ .	1	-0.1	10	4	0	-9	95	88	-27
- CN(CCNS(=O)(=O)c1ccc2c(c1)oc(=O)n2C)Cc1ccccc1
→ -8	2	-3.1	5	-9	0	-6	69	92	-14

Additional structures:
Results follow in this order: E-sel TNF inh	NPY Y2 blocker	MRP1 act	Measles CPE	GALR2 blocker	Phagocytosis inh	Yeast life ext	HCT116 bCat-KO	PTEN del growth	Yeast growth inh
- Cc1ccc(NC(=O)C2CCN(S(C)(=O)=O)CC2)cc1C
→ -1	-2	-1.1	11	-8	0	-6	99	105	13
- CCOC(=O)c1sc(NC(=O)CSc2nnnn2-c2ccccc2)c(C(=O)OCC)c1C
→ 15	4	-4.1	7	-8	1	-9	81	82	-32
- Cc1ccccc1OCCCn1c(=O)sc2ccccc21
→ -26	11	0.8	2	7	2	-16	78	75	-68
- Cc1cc(O)cc(O)c1C(=O)Cc1ccccc1
→ 0	0	-1.7	25	-5	-1	-6	81	80	-36
- Cc1sc(NC(=O)C2CCCC2)c(C#N)c1C
→ -8	1	-1.3	2	-11	-1	-2	95	88	-57
- Cn1nnnc1SCC(=O)Nc1ccccc1C(=O)NCc1ccccc1
→ -30	-1	-1.1	12	7	0	-9	98	84	-24
- c1nc(NC2CCCC2)c2[nH]cnc2n1
→ 1	0	-3.3	14	10	0	-4	104	103	-8
- CCOc1ccc(Br)cc1S(=O)(=O)Nc1ccc(C(=O)Nc2ccccc2OC)cc1
→ .	0	-2.4	22	21	-3	2	88	86	-53
- CCCn1c(SCC(=O)NCc2ccco2)nc2c1c(=O)n(C)c(=O)n2C
→ -29	2	-0.6	2	-10	-1	-13	99	114	-25
- CCOc1ccc2cc(C#N)c(SCC(=O)N3CCOCC3)nc2c1
→ -3	3	-1.7	7	-14	0	-8	97	100	-55
- Cc1c(NC(=O)C(C)OC(=O)c2cccs2)c(=O)n(-c2ccccc2)n1C (stereo unspecified)
→ .	3	-2.7	17	-8	-5	2	95	94	-3
- Cc1ccc(C)c(S(=O)(=O)N2CCN(C(=O)c3cnccn3)CC2)c1
→ 7	-1	-1.1	9	11	-5	-2	93	83	-34
- CCOC(=O)CN1C(=O)C(C)(C)Oc2ccc(C(=O)Nc3ccccc3)cc21
→ 7	-1	1.3	16	2	1	-10	95	99	-27
- CC1=CCC2C(=O)N(c3ccc(Br)cc3C)C(=O)C2C1 (stereo unspecified)
→ -41	2	0.7	7	2	9	3	100	98	-41
- Cc1cccc(CN(CC(=O)N/N=C/c2cccs2)S(=O)(=O)c2ccc(Cl)cc2)c1
→ -1	5	-3.5	1	6	.	-5	14	12	-6
- Cc1ccc2nc(NC(=S)NC(=O)c3ccco3)sc2c1
→ -4	4	0.2	6	-16	-5	-4	89	88	-45
- O=C(CCC1CCCCC1)NCc1ccc(F)cc1
→ -9	3	-1.2	4	1	.	-2	102	98	-8
- O=C(CCSc1nnc(-c2ccco2)o1)Nc1ccc(Cl)cc1
→ .	5	-0.8	25	-5	2	-8	87	91	-10
- COc1cc(OC)c(-c2nn3c(C4CCCCC4)nnc3s2)cc1OC
→ 1	1	-2.3	1	-15	-1	-7	71	62	-69
- COc1cccc(C(=O)Oc2cc3c4c(c2)C(C)=CC(C)(C)N4C(=O)C3=O)c1
→ 15	46*	-4.8	17	-12	.	13	7	13	-42
- Cn1c(CNC(=O)c2ccccc2F)nnc1SCc1ccc(F)cc1
→ .	3	0.4	4	11	1	-2	100	106	7
- O=C(O)/C(=C\c1cccc(F)c1)c1ccc(S(=O)(=O)N2CCCCC2)s1
→ .	4	0.4	3	-1	-3	0	95	94	-38
- COCCn1c(SCCCC(=O)c2ccc(Br)cc2)nnc1-c1ccncc1
→ -34	5	-0.3	21	11	-1	-3	21	27	-65
- Cc1ccc(N(C=NC#N)CC(=O)N2CCN(c3ccccc3)CC2)cc1
→ 13	4	0.1	7	-2	-2	-10	99	113	-27
- Cc1ccc(C(=O)C(OC(=O)CN2C(=O)c3ccccc3C2=O)c2ccccc2)cc1C (stereo unspecified)
→ 3	1	0.1	4	3	.	0	97	103	-17
- CCN1CCN(C(=O)CN(c2ccccc2C)S(C)(=O)=O)CC1
→ 18	0	-1.2	7	-3	-2	-1	94	93	-19
- O=C(CSc1nc2cccnc2n1Cc1ccccc1)NCc1ccco1
→ .	4	-1.8	27	-8	-1	-8	101	110	-93
- CSc1ccc(S(=O)(=O)NCc2ccc(Cl)cc2Cl)cc1
→ 3	7	-1.9	10	-4	-1	88*	92	104	-70
- Cc1ccc(/C=C/C(=O)NCc2ccncc2)cc1
→ .	3	-2.4	11	3	-3	3	92	99	-14

Bioassay records deposited in PubChem BioAssay by several laboratories.
